Source: PubChem
ALDH1A1 inh: qHTS Assay for Inhibitors of Aldehyde Dehydrogenase 1 (ALDH1A1) | Potency, µM (titrated, usually from 75.3 µM), without a hit: top-dose activity, negative = inhibition, actives largely listed as inhibitors | AID 1030, 2008 | Aldehyde dehydrogenase 1A1 (Homo sapiens), P00352 | 220,000 compounds, 7.3% hits | Purified ALDH1A1, NADH fluorescence, propionaldehyde substrate; active = well fitted inhibition curve with a large enough effect, not every such curve was filed as active; inconclusive = small, poorly fitted or top-dose-only effect, or another doubt; inactive = no such curve, though single readings can be large or run the other way;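 also: plate controls were no enzyme wells and a reference inhibitor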
Target sequence (P00352 whole entry, looked up): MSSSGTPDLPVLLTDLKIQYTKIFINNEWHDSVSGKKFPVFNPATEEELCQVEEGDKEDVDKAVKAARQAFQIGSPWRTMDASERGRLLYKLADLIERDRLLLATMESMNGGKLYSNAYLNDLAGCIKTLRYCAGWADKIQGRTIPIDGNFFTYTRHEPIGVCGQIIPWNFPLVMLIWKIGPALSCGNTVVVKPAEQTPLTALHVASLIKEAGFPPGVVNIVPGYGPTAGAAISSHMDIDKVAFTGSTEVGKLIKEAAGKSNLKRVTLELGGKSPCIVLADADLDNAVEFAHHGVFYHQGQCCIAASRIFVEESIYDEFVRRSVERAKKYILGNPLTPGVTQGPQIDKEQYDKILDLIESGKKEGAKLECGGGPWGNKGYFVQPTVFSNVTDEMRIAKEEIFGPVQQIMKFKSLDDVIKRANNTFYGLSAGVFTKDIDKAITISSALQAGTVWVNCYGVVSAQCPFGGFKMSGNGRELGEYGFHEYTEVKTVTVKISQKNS
GLA spleen mod: qHTS Assay for Inhibitors and Activators of Human alpha-Galactosidase From Spleen Homogenate | human spleen homogenate, 4MU-alpha-Gal fluorescence, 40 min | AID 2107, 2009 | 240,000 compounds, 0.008% hits | Potency, µM (top dose mostly 80 µM), for the others: at the highest dose activity change, negative = inhibition, most hits filed as inhibitors | Alpha-galactosidase A (Homo sapiens), P06280;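 also: 0% = enzyme with vehicle and -100% = no enzyme basal signal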
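Spleen homogenate 1 ug + cpd (titration) + 4-MU-alpha-D-galactopyranoside 1 mM; 37C 40 min; 50 mM citrate/phosphate pH 5.0, 0.01% Tween-20; stop pH 10; fluorescence 365/440; AC50 via Hill.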
Tau fluor counter: Counterscreen qHTS for Inhibitors of Tau Fibril Formation, Fluorescence Polarization. 280,000 compounds, 0.93% hits. tau K18 P301L Alexa594 fluorescence, heparin fibrillization. Potency, µM (top dose mostly 57.7 µM), for the others: top-dose activity change, negative = decrease. AID 1463, 2008; also: % is scaled to controls: 0 for no effect and ±100 for the full control effect; nearly all actives have a fitted effect of over 55% in size
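Human tau K18 P301L (15 uM unlabeled, 0.24 uM Alexa 594-labeled) in 100 mM sodium acetate pH 7 with 20 uM heparin, 6 hr at 37 C. ThT 30 uM added, 1 hr ambient; Alexa 594 FP and total fluorescence read at 555/632 nm.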
Epigenetic derep: Quantitative High-Throughput Screen for Regulators of Epigenetic Control. murine LDR cells, GFP reporter derepression, 30 h. Potency, µM (series often up to 53.9 µM), for inactives: at the highest dose GFP activation, hits mostly activators. 280,000 compounds, 0.2% hits. AID 1865, 2009; also: % of control where 0% means no effect; nearly all actives have a fitted effect of over 60% in size
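GFP-positive cell count by laser-scanning cytometry (objects 20–120 um) after 30 h, 37 C compound exposure of murine LDR cells; reporter is CMV-GFP integrated at a silenced locus, inducible by HDAC or DNMT inhibitors.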
GAA spleen mod: qHTS Assay for Inhibitors and Activators of Human alpha-Glucosidase From Spleen Homogenate | Lysosomal alpha-glucosidase (Homo sapiens), P10253 | human spleen homogenate, 4-MU-alpha-glucoside fluorescence | Potency, µM (titrated, usually from 79.9 µM), for the others: top-dose activity change, negative = inhibition, usual class: inhibitors | 240,000 compounds, 0.006% hits;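 also: 0% = enzyme with vehicle and -100% = no enzyme basal signal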
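Human spleen homogenate (1 ug) with 4-methylumbelliferyl-alpha-D-glucopyranoside (1 mM final) in 50 mM citrate/phosphate pH 5.0, 0.01% Tween-20; 40 min at 37 C. Stopped at pH 10; 4-MU fluorescence Ex 365/Em 440 nm; AC50 by Hill fit.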
GAA inh: qHTS Assay for Inhibitors of Human alpha-Glucosidase as a Potential Chaperone Treatment of Pompe Disease | Potency, µM (series often up to 76.9 µM), without a hit: top-dose activity change, negative = inhibition, hits mostly inhibitors | purified human GAA, 4-MU-alpha-glucoside fluorescence | 200,000 compounds, 0.005% hits | Lysosomal alpha-glucosidase (Homo sapiens), P10253;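 also: plate controls were uninhibited enzyme wells for no effect and no-enzyme background for full effect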
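Fluorogenic assay: 4 nM human alpha-glucosidase with 400 uM 4-methylumbelliferyl-alpha-D-pyranoside in 50 mM citrate/phosphate, 0.005% Tween-20, pH 5.0, 20 min at room temperature. Compounds tested up to 77 uM; AC50 from Hill fits.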
GAA glycogen: qHTS Assay for Inhibitors and Activators of Human alpha-Glucosidase Cleavage of Glycogen | Potency, µM (doses to about 76.4 µM), inactives show top-dose activity change, negative = inhibition, most hits filed as inhibitors | Lysosomal alpha-glucosidase (Homo sapiens), P10253 | recombinant GAA, glycogen substrate, Amplex Red glucose oxidase fluorescence | 300,000 compounds, 0.38% hits;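 also: 0% = full enzyme reaction and -100% = no-enzyme basal signal; the screen sought inhibitors and activators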
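Recombinant human enzyme (4 nM); glycogen substrate; 37 C, 40 min, pH 5.0. Readout: coupled glucose oxidase/Amplex Red fluorescence.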
NPSR antag: qHTS Assay for Antagonists of the Neuropeptide S Receptor: cAMP Signal Transduction; Q6W5P4; CHO-NPSR cells, cAMP TR-FRET, antagonist mode; Potency, µM (highest dose often 38.3 µM), inactives show at the top dose activity change, negative = inhibition, actives largely listed as inhibitors; 220,000 compounds, 1% hits; AID 1461, 2008; also: % is scaled to controls: 0 for no effect and ±100 for the full control effect; nearly all actives have a fitted effect of over 50% in size; many of its hits are not listed in these tables
Target sequence (Q6W5P4 whole entry, looked up): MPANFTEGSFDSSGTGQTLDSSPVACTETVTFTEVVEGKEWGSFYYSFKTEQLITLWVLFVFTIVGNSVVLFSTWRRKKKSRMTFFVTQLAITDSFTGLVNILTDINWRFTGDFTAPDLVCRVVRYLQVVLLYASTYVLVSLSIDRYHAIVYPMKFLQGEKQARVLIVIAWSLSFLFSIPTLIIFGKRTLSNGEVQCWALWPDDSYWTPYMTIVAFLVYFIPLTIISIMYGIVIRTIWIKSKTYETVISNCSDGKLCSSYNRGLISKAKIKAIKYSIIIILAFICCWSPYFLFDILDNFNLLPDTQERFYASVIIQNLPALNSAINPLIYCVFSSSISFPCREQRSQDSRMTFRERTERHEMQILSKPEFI
* marks the source's active call; other numbers are inactive results; ? = inconclusive; . = not tested or not shown; & = joins results of further samples; [ ] = another dose, or the depositor's remark. Unless noted, calls follow the shape of the dose curve; as a rule, active = well fitted curve in the direction sought with a large enough effect; inconclusive = small, poorly fitted or top-dose-only effect, or another doubt; inactive = no such curve, though single readings can be large; an effect the other way counts as inactive or inconclusive. Potency is read from the fitted curve at half-maximal effect. An excerpt; count on the stated rates, not on these rows.

Order of values – ALDH1A1 inh	GLA spleen mod	Tau fluor counter	Epigenetic derep	GAA spleen mod	GAA inh	GAA glycogen	NPSR antag
COc1ccccc1NC(=O)CSc1ccc2nnc(-c3ccccn3)n2n1
→ ?	4%	-2%	0.9%	2%	2%	4%	-5%[46.1 µM]
CC(C)(C)C(=O)Nc1cc2nn(-c3ccccc3)nc2cc1Cl
→ ?	-1%	-19%	0.2%	-2%	-4%	-5%	-22%[46.1 µM]
CN1CCN(CCCC(=O)c2ccc(C3CCCC3)cc2)CC1
→ ?	-11%	-2%	-1.3%	6%	-3%	1%	19%
N=c1ccn2c(n1)OC1C(O)C(CO)OC12 (stereo unspecified)
→ -11%&6%	-14%&-10%&0%	3%&-8%&-10%	9.2%&0.8%&0.2%	0%&-9%&-1%	.	-3%	10%
CCOc1cc(S(=O)(=O)NCc2ccncc2)ccc1Cl
→ 1%	9%	-5%	0.1%	-5%	-3%	-7%	21%
O=C(O)c1c(Cl)c(Cl)c(Cl)c(Cl)c1C(=O)N1CCCC1
→ 4%	0%	-17%	-1.0%	-6%	-2%	-1%	-2%[46.1 µM]
Cc1ccc(S(=O)(=O)NC(C)C(=O)Nc2cccc([N+](=O)[O-])c2)cc1 (stereo unspecified)
→ -3%	0%	-15%	-0.4%	0%	-4%	24%	1%
O=C(COC(=O)c1cccc(NS(=O)(=O)/C=C/c2ccccc2)c1)Nc1ccccc1OC(F)F
→ ?	-1%	?	-3.0%	-5%	-4%	0%	-1%
NS(=O)(=O)c1ccc(CCNC(=O)CSc2nc3ccsc3c(=O)n2CC(=O)O)cc1
→ 3%	-3%	4%	0.0%	0%	3%	14%	12%
CCc1nc(C)cn1S(=O)(=O)c1ccc([N+](=O)[O-])cc1
→ 14%	-8%	-13%	-1.0%	-12%	-2%	5%	-34%
COc1ccc(COc2cc(-c3cccc(OC)c3)nc3ccc(NC(=O)c4cccnc4)cc23)cc1
→ ?	14%&4%	?	0.0%&1.1%	8%&-3%	?	-5%	-26%
Cn1c(CCNC(=O)c2ccccc2)nc2cc(NC(=O)C3CCCCC3)ccc21
→ 11%	7%	5%	0.8%	8%	6%	-10%	6%[46.1 µM]
O=C(c1ccccc1Cl)N1N=C(c2ccc(Br)cc2)CC1c1nc2ccccc2[nH]1 (stereo unspecified)
→ ?	3%	-13%	-1.9%	-7%	-3%	4%	?
CN(CCc1cnn(C)c1)Cc1cn(C)nc1-c1ccccc1F
→ 2%	-13%	4%	0.0%	-2%	5%	17%	11%
N#C/C(=C\c1ccc(O)c(O)c1)S(=O)(=O)c1ccccc1
→ ?	3%	-18%	0.0%	-7%	-7%	7.1µM*	-3%[46.1 µM]
CCC(=O)OC1(C)C(=O)C=C2C=C(C3CC3)OC=C2C1=O (stereo unspecified)
→ 11%	-1%	-11%	-1.1%	1%	.	.	.
O=C(COC(=O)c1cc2ccccc2oc1=O)Nc1ccc(F)cc1F
→ -3%	9%	-12%	0.5%	8%	-2%[15.4 µM]	5%	8%
CC(NC(=O)CSCc1ccc(Br)cc1)c1ccccc1 (stereo unspecified)
→ -4%	0%	-10%	-7.9%	-3%	-2%	-9%	?
C=C(C)c1cccc(C(C)(C)NC(=O)Nc2cc(C)ccn2)c1
→ 9%	8%	-5%	0.0%	2%	2%	-1%	-16%
O=C(Nc1ccccc1-c1nnn(CC(=O)N2CCOCC2)n1)c1ccccc1F
→ ?	-7%	1%	-3.5%	-5%	13%	-1%	-8%
CCc1ccc(CNCCSc2nnnn2C)cc1
→ ?	1%	-3%	1.0%	1%	-1%	5%	11%[46.1 µM]
COc1cccc(CNC(=S)Nc2cc(C)cc(C)c2)c1
→ -3%	-2%	-24%	-1.3%	2%	3%	-15%	-19%
Cc1nc(N=C(N)N)nc2ccccc12
→ 0%	6%	3%	3.8%	1%	-2%	0%	16%
Cc1ccc(Oc2ccc(NC(=O)Cn3ccsc3=N)cc2)cc1
→ -2%	3%	-17%	-1.0%	6%	-8%	4%	6%[46.1 µM]
CCN(CC(=O)N1CCN(c2ccccc2)CC1)S(=O)(=O)c1ccc(C)cc1
→ -7%	11%	-3%	-0.9%	4%	3%	0%	3%
Cc1sc2nc(SCC(=O)N3CCOCC3)[nH]c(=O)c2c1C
→ 5%	2%	1%	1.3%	-10%	-1%	-3%	-19%[46.1 µM]
O=C(NC(=S)NCCc1ccc(Cl)cc1)c1ccco1
→ 0%	1%	-20%	-1.2%	0%	1%	-13%	-37%
CCNC(=O)NC(=O)CSc1ccc2ccccc2c1
→ 4%	-7%	-6%	-3.5%	-15%	7%	3%	-8%
COc1ccc(C(=O)Nc2ccc(C(=O)OCC(=O)c3cccc4ccccc34)cc2)cc1
→ -1%	9%	-6%	-0.9%	-6%	-2%	2%	-25%[46.1 µM]
CCOC(=O)c1c(OCCO)nn(-c2ccc(Cl)cc2)c1N
→ 7%	5%	4%	-0.8%	6%	0%	-16%	1%

Reprinted from the part before: two compounds, followed by the next part.
Order of values – ALDH1A1 inh	GLA spleen mod	Tau fluor counter	Epigenetic derep	GAA spleen mod	GAA inh	GAA glycogen	NPSR antag
COc1ccc(C(=O)Nc2ccc(C(=O)OCC(=O)c3cccc4ccccc34)cc2)cc1
→ -1%	9%	-6%	-0.9%	-6%	-2%	2%	-25%[46.1 µM]
CCOC(=O)c1c(OCCO)nn(-c2ccc(Cl)cc2)c1N
→ 7%	5%	4%	-0.8%	6%	0%	-16%	1%
CCOC(=O)C1C(C(=O)OC)=C(c2ccc(F)cc2)c2ccc(OC)cc2N1S(=O)(=O)C(F)(F)F (stereo unspecified)
→ ?	10%	-22%	-0.1%[40.7 µM]	-4%	.	.	.
C/C(=N/NC(=O)c1cc(-c2ccc(Cl)s2)[nH]n1)c1ccco1
→ .	-3%	?	0.1%	-3%	.	-21%	-15%
O=C(Nc1ccccc1)Nc1nnc(COc2ccccc2F)s1
→ .	10%	?	-0.4%	9%	.	1%	-6%
CC(C)OC(=O)NCN1C(=O)C2C3C=CC(C3)C2C1=O (stereo unspecified)
→ 4%	1%	-7%	0.0%	-2%	4%	0%	-4%[46.1 µM]
COc1cc(NS(=O)(=O)c2ccc3c(c2)n(C)c(=O)n3C)cc(OC)c1
→ -16%	-4%	-8%	5.2%	1%	1%	-9%	-5%[46.1 µM]
CCN(CC)S(=O)(=O)c1ccc(C)c(NC(=O)COc2ccc(Br)cc2Cl)c1
→ 1%	3%	-13%	7.5%	2%	-1%	22%	-3%[46.1 µM]
COc1ccccc1NC(=O)Nc1c(C)n(C)n(-c2ccccc2)c1=O
→ -3%	0%	7%	0.9%	-3%	-12%	-5%	-7%[46.1 µM]
Cc1ccc(NS(=O)(=O)c2ccc(-c3csc(C)n3)s2)c(C)c1
→ .	-5%	-20%	-1.2%	6%	.	-7%	-3%
CCN(CC)C(=O)CSc1nnc2nnc3cc(C)ccc3n12
→ .	7%	-14%	0.0%	4%	.	4%	16%
CCOc1cnc(-c2ccccc2F)o1
→ ?	2%	3%	-0.4%	10%	-1%	0%	5%
COC(=O)c1cc(NS(=O)(=O)c2cccc(Cl)c2)ccc1N1CCOCC1
→ .	9%	?	-1.1%	10%	.	2%	-12%
CC(O)C(NS(=O)(=O)c1ccc(Cl)cc1)C(=O)OCc1nnc(-c2ccccc2)o1 (stereo unspecified)
→ -12%	1%	7%	-2.0%	0%	-14%	8%	?
Cc1cccn2c(=O)c3cc(C(=O)NC4CCS(=O)(=O)C4)sc3nc12 (stereo unspecified)
→ ?	?	0%	-0.9%	15%	?	-16%	1%[46.1 µM]
O=C(O)CN1CCN(Cc2ccccc2F)C1=O
→ -8%	0%	-1%	3.2%	2%	-6%	7%	15%
Nc1nc(CN2CCN(Cc3ccccc3)CC2)nc(Nc2ccc3c(c2)OCCO3)n1
→ ?	-1%	-11%	-1.0%	-2%	9%	1%	?
CCOCC(=O)Nc1nc2ccc(S(C)(=O)=O)cc2s1
→ 18µM*	-10%	-3%	-1.1%	-11%	-4%	-10%	-11%[46.1 µM]
COC(=O)C(C(=O)OC)C(C)C(C(=O)OC)C(=O)OC
→ 15%	-24%	-5%	0.8%	-8%	-4%	-6%	-10%[46.1 µM]
Cc1ccc(N=Nc2c(O)[nH]c3ccc(F)cc23)cc1
→ ?	-1%	-26%	?	-2%	-7%	-5%	-13%
S=C(Nc1ccc2c(c1)OCO2)N1CCN(Cc2ccco2)CC1
→ 12%	0%	-17%	0.1%	8%	0%	-23%	-12%
Cc1cc(C)c(S(C)(=O)=O)c(Oc2ccc(C(C)(C)C)cc2)n1
→ 16µM*	-5%	-5%	-0.8%	-4%	?	-4%	-22%[46.1 µM]

4 structures already listed, arranged by SMILES length, smallest number first.
Order of values – ALDH1A1 inh	GLA spleen mod	Tau fluor counter	Epigenetic derep	GAA spleen mod	GAA inh	GAA glycogen	NPSR antag
CCOCC(=O)Nc1nc2ccc(S(C)(=O)=O)cc2s1
→ 18µM*	-10%	-3%	-1.1%	-11%	-4%	-10%	-11%[46.1 µM]
Cc1ccc(N=Nc2c(O)[nH]c3ccc(F)cc23)cc1
→ ?	-1%	-26%	?	-2%	-7%	-5%	-13%
Cc1cc(C)c(S(C)(=O)=O)c(Oc2ccc(C(C)(C)C)cc2)n1
→ 16µM*	-5%	-5%	-0.8%	-4%	?	-4%	-22%[46.1 µM]
Nc1nc(CN2CCN(Cc3ccccc3)CC2)nc(Nc2ccc3c(c2)OCCO3)n1
→ ?	-1%	-11%	-1.0%	-2%	9%	1%	?
